High-throughput results (PubChem BioAssay)
DNA Pol III inh: qHTS Assay for Inhibitors of DNA Polymerase III Holoenzyme System. reconstituted DNA polymerase III holoenzyme replication, biochemical. Potency, µM (doses to about 57.1 µM), for inactives: top-dose activity change, negative = inhibition. actives 0.25% (n = 71,000). AID 603, 2007; also: potency is read from the fitted curve at half-maximal effect; % is scaled to controls: 0 for no effect and ±100 for the full control effect
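Reconstituted *E. coli* holoenzyme (0.35 nM Pol III, 1 nM beta, 154 nM SSB, 2 nM primase) was preincubated with compound for 15 min at RT. Synthesis on 1.4 nM ssM13Gori ran 35 min, then was stopped with PicoGreen/EDTA and read as dsDNA fluorescence.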
HADH2 inh: qHTS Assay for Inhibitors of HADH2 (Hydroxyacyl-Coenzyme A Dehydrogenase, Type II); Potency, µM (doses to about 57.1 µM), inactives show at the top dose activity change, negative = inhibition, usual class: inhibitors; recombinant HADH2, NADH fluorescence, beta-hydroxybutyryl-CoA; 3-hydroxyacyl-CoA dehydrogenase type-2 (Homo sapiens), Q99714; actives 3.4% (n = 73,000); also: potency is read from the fitted curve at half-maximal effect; % is scaled to controls: 0 for no effect and ±100 for the full control effect; nearly all actives have a fitted effect of over 60% in size; many of its hits are not listed in these tables
Target sequence (Q99714 whole entry, looked up, one chain of several): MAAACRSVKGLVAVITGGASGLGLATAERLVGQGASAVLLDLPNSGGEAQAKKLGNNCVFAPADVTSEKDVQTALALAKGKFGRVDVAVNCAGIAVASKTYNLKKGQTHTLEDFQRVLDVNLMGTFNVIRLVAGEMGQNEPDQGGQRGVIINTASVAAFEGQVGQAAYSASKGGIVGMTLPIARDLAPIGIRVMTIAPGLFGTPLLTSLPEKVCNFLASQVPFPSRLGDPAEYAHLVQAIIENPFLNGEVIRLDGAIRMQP
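Activity measured as NADH fluorescence gain (360/450 nm), taken as the change between first and last reads of a 4-min kinetic run. Conditions: pH 9.0 Tris buffer, 20 nM E. coli-expressed His-tagged enzyme, 1 mM NAD+, 90 uM beta-hydroxybutyryl-CoA; 15-min compound preincubation.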
TexasRed autofl: qHTS Assay for Spectroscopic Profiling in Texas Red Spectral Region | max dye-equivalent concentration, M | actives 0.06% (n = 59,000) | AID 587, 2007 | Compound fluorescence, Texas Red channel, 547/618 nm; hits give high values; in the data active = max dye-equivalent concentration above about 10 nM; inconclusive = between about 1.1 nM and that limit
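Fluorescence at ex 547/em 618 nm, normalized against an on-plate Texas Red standard series to give dye-equivalent concentration per compound concentration. Buffer 100 mM Tris, pH 8.0; 15 min RT incubation before CCD imaging.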
Fluorescein autfl: qHTS Assay for Spectroscopic Profiling in Fluorescein Spectral Region | Compound autofluorescence, 480/540 nm, fluorescein-equivalent; hits give high values | max fluorescein-equivalent concentration, M | actives 0.91% (n = 59,000) | AID 593, 2007; in the data active = max fluorescein-equivalent concentration above about 10 nM; inconclusive = between about 1.1 nM and that limit
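Fluorescein stocks ranging 3 mM down to 300 nM, plus DMSO blanks, were pinned alongside compounds to build a per-plate standard curve. Buffer: 100 mM Tris, pH 8.0. Incubation 15 min, room temperature; filters 480/540 nm.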
ALOX15 inhib: qHTS Assay for Inhibitors of 15-hLO (15-human lipoxygenase); purified 15hLO-1, xylenol orange hydroperoxide absorbance; Potency, µM (highest dose often 57.1 µM), without a hit: at the top dose activity change, negative = inhibition, usual class: inhibitors; actives 1.4% (n = 74,000); AID 887, 2007; also: potency is read from the fitted curve at half-maximal effect; % is scaled to controls: 0 for no effect and ±100 for the full control effect; nearly all actives have a fitted effect of over 55% in size
Target sequence (P16050 whole entry, looked up): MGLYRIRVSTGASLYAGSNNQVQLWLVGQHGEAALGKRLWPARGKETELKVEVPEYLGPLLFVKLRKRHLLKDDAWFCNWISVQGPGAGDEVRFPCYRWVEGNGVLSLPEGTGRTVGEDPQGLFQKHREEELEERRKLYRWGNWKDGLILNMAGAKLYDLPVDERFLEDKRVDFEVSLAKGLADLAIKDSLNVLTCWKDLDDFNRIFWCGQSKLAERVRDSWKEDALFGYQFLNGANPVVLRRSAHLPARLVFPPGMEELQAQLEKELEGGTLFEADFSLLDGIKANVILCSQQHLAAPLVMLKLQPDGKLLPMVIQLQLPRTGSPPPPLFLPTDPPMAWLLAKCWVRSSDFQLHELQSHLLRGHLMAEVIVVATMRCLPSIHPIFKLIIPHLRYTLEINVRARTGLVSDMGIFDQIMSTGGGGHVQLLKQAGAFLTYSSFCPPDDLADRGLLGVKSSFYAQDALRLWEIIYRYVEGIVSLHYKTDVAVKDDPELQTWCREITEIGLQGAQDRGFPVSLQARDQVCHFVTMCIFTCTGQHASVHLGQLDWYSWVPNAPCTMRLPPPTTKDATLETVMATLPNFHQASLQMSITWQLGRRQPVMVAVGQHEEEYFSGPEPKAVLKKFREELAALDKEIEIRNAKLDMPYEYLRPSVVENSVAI
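Quantitative HTS in 25 mM Hepes pH 7.5 containing 0.01% Triton X-100: human 15hLO-1 at 40 nM, arachidonic acid at 50 uM, 6 min turnover. Product quantified via ferrous oxidation/xylenol orange, 573:405 nm absorbance ratio.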
Ub-GFP proteasome: Ubiquitin-GFP Assay; Ubiquitin-GFP reporter cells, proteasome inhibition, GFP fluorescence; response scale: untreated = 0%, 10 µM MG-132 = 100%; Potency, µM (series often up to 45.9 µM), for the others: top-dose activation (GFP accumulation), most hits filed as activators; 67,000 tested, under 10 active; AID 526, 2006; active = well fitted activation curve with a large enough effect, not every such curve was filed as active; inconclusive = small, poorly fitted or top-dose-only effect, or another doubt; inactive = no such curve, though single readings can be large or run the other way; also: potency is read from the fitted curve at half-maximal effect
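Reporter cells (U2OS, ubiquitin-G76V-GFP fusion) are plated overnight, then treated 4 hr at 37 °C with compound titrations from 46 uM down to 2.9 nM. Activity is scaled against untreated cells and 10 uM MG-132.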
HBB splicing: qHTS Assay for Modulators of Hemoglobin Beta Chain Splicing. HBB splicing reporter cell assay, activation; EGFP reporter with mutant IVS2-654 intron; response scale: normalised to 500 nM splice-correcting PNA. Potency, µM (series often up to 46.1 µM), inactives show top-dose activation, usual class: activators. actives 0.06% (n = 65,000); also: potency is read from the fitted curve at half-maximal effect; 0% is about no effect
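Compounds were applied for 2 days to HeLa EGFP-654 cells, 500/well in Optimem with 2% FCS. The reporter's EGFP is disrupted by mis-splicing of beta-globin intron IVS2-654. Readout: summed well GFP fluorescence from 488 nm laser scanning; reference was 500 nM antisense […] 654 PNA.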
Hsp90 Hop PPI: qHTS Assay for Disrupters of an Hsp90 Co-Chaperone Interaction; AID 595, 2007; actives 0.44% (n = 71,000); Potency, µM (titrated, usually from 57 µM), without a hit: at the top dose activity change, negative = inhibition; AlphaScreen TPR2A-His6 binding biotin-Hsp90 C-terminal peptide; Hsp90 C-terminal peptide / TPR2A (Hop) interaction, human; active = well fitted curve in either direction with a large enough effect; inconclusive = small, poorly fitted or top-dose-only effect, or another doubt; also: potency is read from the fitted curve at half-maximal effect; % is scaled to controls: 0 for no effect and ±100 for the full control effect; many of its hits are not listed in these tables
Rhodamine fluor: qHTS Assay for Spectroscopic Profiling in Rhodamine Spectral Region; AID 594, 2007; max dye-equivalent concentration, M; actives 0.05% (n = 59,000); Rhodamine-region fluorescence, 547/598 nm, Tris buffer; hits give high values; in the data active = max dye-equivalent concentration above about 11 nM; inconclusive = between about 1.1 nM and that limit
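Intrinsic compound fluorescence, ex 547 / em 598 nm, CCD imager. Tris 100 mM pH 8.0; 15 min RT. Output = rhodamine dye-equivalent concentration at each compound concentration.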
Epigenetic mod: qHTS Assay for Epigenetic Modulators; mouse C127i GFP locus derepression, cytometry, 30 h; actives 0.09% (n = 68,000); Potency, µM (doses to about 46.1 µM), without a hit: at the highest dose GFP derepression (activation); AID 597, 2007; also: % of control where 0% means no effect
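Locus derepression in mouse mammary C127i cells whose integrated CMV-GFP reporter is normally silent; GFP expression after 30 h compound treatment was quantified by counting fluorescent cells.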
4MU fluor: qHTS Assay for Spectroscopic Profiling in 4-MU Spectral Region; compound autofluorescence, 340/450 nm, 4-MU equivalents; hits give high values; max dye-equivalent concentration, M; actives 11% (n = 59,000); AID 589, 2007; in the data active = max dye-equivalent concentration above about 10 nM; inconclusive = mostly about 1.1 nM to 9.6 nM
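Compounds in 100 mM Tris, pH 8.0, sat 15 min at room temperature before fluorescence was read at 340 nm excitation/450 nm emission; a per-plate six-point 4-MU standard curve converted signals to dye-equivalent concentration at each compound concentration.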
Starred values were filed as active, the others as inactive; i = inactive; ? = inconclusive; . = no result given; [ ] = dose if it differs, or a comment. Unless noted, calls follow the shape of the dose curve; as a rule, active = well fitted curve in the direction sought with a large enough effect; inconclusive = small, poorly fitted or top-dose-only effect, or another doubt; inactive = no such curve, though single readings can be large; an effect the other way counts as inactive or inconclusive.

SMILES	DNA Pol III inh	HADH2 inh	TexasRed autofl	Fluorescein autfl	ALOX15 inhib	Ub-GFP proteasome	HBB splicing	Hsp90 Hop PPI	Rhodamine fluor	Epigenetic mod	4MU fluor
CN(CC(=O)NC1CCCCC1)S(=O)(=O)c1cccc2cccnc12	-0.7%	-3.8%	.	.	1.4%	-19.4%	2.0%	-0.8%	.	4.7%	.
O=C(OCCN1C(=O)c2ccccc2C1=O)c1cccc(OC(F)F)c1	-5.5%	-1.1%	i	?	-2.0%	5.2%	-2.7%	-4.5%	i	-1.1%	i
CC1(C)CC(NC(=O)C(F)(F)F)CC(C)(C)N1OC(=O)c1ccco1	-4.8%	11.7%	i	i	3.7%	3.9%	-0.8%	-0.6%	i	-2.0%	i
CCOc1ccccc1N1CCN(S(=O)(=O)c2cccs2)CC1	-8.6%	-0.6%	i	i	-4.7%	2.2%	-0.1%	2.2%	i	2.6%	?
COCCN(C(=O)CCC(=O)Nc1ccccn1)C(C(=O)NC1CCCC1)c1ccc(OC)cc1 (stereo unspecified)	-3.4%	14.7%	?	i	3.7%	5.3%	-0.1%[57.5 µM]	1.3%	i	2.3%	i
O=C(CCn1c(=O)oc2ccccc21)n1c(=O)oc2ccccc21	-0.9%	7.94µM*	i	i	6.4%	-0.8%	0.3%[57.5 µM]	2.8%	i	3.1%	i
Cc1cc(C)c(NC(=O)CSc2nnc(-c3ccco3)n2N)c(C)c1	0.1%	5.6%	i	i	-1.9%	-2.3%	-0.2%	-2.9%	i	0.0%	i
Cc1noc(C)c1S(=O)(=O)N1CCC(C(=O)N2CCN(Cc3ccc4c(c3)OCO4)CC2)CC1	1.4%	-2.0%	i	i	-3.2%	2.2%	-0.4%	5.9%	i	2.4%	i
CN(C)Cc1cc(C(C)(C)c2cc(CN(C)C)c(O)c(CN(C)C)c2)cc(CN(C)C)c1O	-3.5%	-0.8%	?	i	38.4%[activator]	-3.2%	-1.4%	-12.0%	i	3.2%	i
CC(=O)[C@H]1CC[C@@H]2[C@]1(C)CC=C1[C@]23C=C[C@]2(C[C@H](O)CC[C@@]12C)[C@H](C(=O)O)[C@@H]3C(=O)O	-6.9%[11.4 µM]	4.0%[11.4 µM]	i	?	6.6%[11.4 µM]	1.3%[9.17 µM]	0.4%[9.22 µM]	-1.9%[11 µM]	i	2.3%[9.22 µM]	i
COC(=O)CN1C(=O)N(c2ccccc2)C(N(O)C(=O)Nc2ccccc2)C1(C)C (stereo unspecified)	-3.3%	27.3%	i	i	24.1%	0.0%	-0.3%[57.5 µM]	-0.6%	i	1.6%	i
CCCCN1C(=O)C2ON(c3ccccc3C)C(c3ccco3)C2C1=O (stereo unspecified)	-0.4%[11.4 µM]	7.1%[11.4 µM]	.	.	-9.0%[11.4 µM]	-8.8%[9.17 µM]	-1.9%[0.0738 µM]	6.2%[11 µM]	.	0.0%	.
Cc1ccccc1OCc1nc2ccccc2c(=O)n1/N=C/c1ccco1	3.6%	-2.8%	?	?	-16.1%	0.9%	0.0%[57.5 µM]	-0.3%	i	0.0%	i
O=C(Cn1cnc2ccccc2c1=O)NCC(=O)N1CCN(Cc2ccc3c(c2)OCO3)CC1	-1.7%	1.3%	?	i	-9.1%	11.3%	2.0%	-2.6%	i	2.2%	i
Cc1cc(C)cc(NC(=O)CSc2nnc(-c3ccc(S(=O)(=O)N4CCCC4)cc3)o2)c1	-1.8%	1.4%	?	i	10.5%	-4.1%	.	-5.3%	i	0.0%	i
COc1ccc(OC)c(C2C3CN(C(C)C)CC=C3C(C#N)=C(N)C2(C#N)C#N)c1 (stereo unspecified)	11.4%	?	i	3.24e-08M*	?	2.1%	.	?	i	-0.4%	1.59e-07M*
Nc1ccc(-c2cc(N)n(-c3ccccc3)n2)cc1	-5.9%	11.1%	i	i	-7.2%	0.3%	.	-11.2%	i	0.0%	i
CC#CCCC(=O)N1C=Cc2ccccc2C1C#N (stereo unspecified)	-5.1%	0.2%	i	i	5.4%	13.9%	-1.2%	-1.3%	i	1.8%	i
CCc1cc2c(CN3CCN(C)CC3)cc(=O)oc2cc1O	-2.7%	31.6µM*	i	?	8.1%	6.7%	6.3%	-0.4%	i	-2.6%	1.08e-05M*
COc1cc(=O)[nH]c(=O)n1CC(=O)c1ccccc1	.	.	i	?	.	.	.	.	i	7.4%[20.6 µM]	i
Cc1noc(C)c1S(=O)(=O)Nc1ccc(C(=O)N2CCc3ccccc3C2)cc1	-0.7%	-7.4%	i	i	1.5%	-4.9%	-0.8%	-4.9%	i	4.2%	i
CCOC(=O)C(CC)Sc1ncnc2nc[nH]c12 (stereo unspecified)	2.9%	-0.5%	i	i	15.3%	-5.4%	-0.4%	-3.8%	i	0.0%	i
CC(=O)OC/C=C(C)/C=C/C=C(C)/C=C/C1=C(C)CCCC1(C)C	0.6%	4.9%	.	.	-13.7%	.	-0.6%	-1.9%	.	.	.
COc1ccc(S(=O)(=O)NCCCCNS(=O)(=O)c2ccc(OC)cc2)cc1	-1.5%	6.1%	?	i	-2.3%	5.3%	0.7%	0.9%	i	4.3%	i
Nc1nc(Nc2cccc(F)c2)nc2ccccc12	-6.3%	-8.8%	i	i	?	-2.2%	.	1.2%	i	-1.9%	i
O=C(O)C1C2C=CC(C2)C1C(=O)Nc1cccc(F)c1 (stereo unspecified)	-5.8%	-1.7%	i	?	6.9%	4.5%	0.5%	-3.0%	i	0.3%	i
N#Cc1c(NCCN)nc(NCc2ccccc2)c2c1CCN(Cc1ccccc1)C2	.	.	i	?	.	.	.	.	i	-2.3%[20.6 µM]	2.63e-08M*
COc1ccc(N2C(=O)c3ccccc3NC23CCCCC3)cc1	0.6%	?	.	.	-1.0%	11.1%	0.3%	-2.9%	.	2.5%	.
CCn1c(SCC(=O)Nc2cc(NC(C)=O)ccc2OC)nnc1-c1ccncc1	-6.1%	2.9%	?	i	-3.6%	-0.8%	1.0%	0.5%	i	-2.1%	i
CC(=O)C1=C(O)C(=O)N(CO)C1c1ccccc1F (stereo unspecified)	-2.5%	3.3%	i	i	-3.4%	-4.6%	3.9%	?	i	-1.2%	i
Nc1c2c(nc3ccccc13)N(C1CCCCC1)CC2	.	.	i	i	.	.	.	.	i	2.2%[20.6 µM]	1.89e-07M*
COc1ccccc1CNc1ccnc(-c2ccoc2)n1	-5.2%	-21.2%	i	?	-27.0%	1.9%	-0.5%	?	i	0.0%[9.22 µM]	i
CSCCC(Nc1ncnc2ccc(Br)cc12)C(=O)O (stereo unspecified)	0.7%	2.8%	i	?	20.0%	-1.2%	.	-1.3%	i	-4.4%	i
CCN(CC)C(=O)COc1ccc(CC(=O)O)cc1OC	5.7%	4.7%	.	.	-1.4%	12.0%	0.9%[9.22 µM]	1.8%	.	-3.7%	.
CC(C)C(=O)Nc1ccc(-c2nc3cccnc3o2)cc1	3.0%	.	.	.	2.5%	-12.0%	0.9%	0.1%	.	0.0%	.
Cc1c(C(=O)NCc2ccc3c(c2)OCO3)oc2ccc(S(=O)(=O)N3CCCC3)cc12	-2.0%	?	i	i	-17.1%	4.8%	-1.3%	-2.4%	i	4.4%	i
CN(C)c1ncc2nc(-c3ccc(F)cc3)c(=O)n(C)c2n1	3.0%	5.8%	i	i	0.3%	16.3%	-0.1%	-4.8%	i	0.0%[9.22 µM]	?
CCn1c(Cc2ccccc2)nnc1SCC(=O)Nc1nccs1	-3.1%	4.0%	?	?	11.7%	0.3%	0.4%	0.5%	i	-4.3%	i
CCOCCCNc1ncc2c(n1)CC(c1ccc(C)cc1)CC2=O (stereo unspecified)	2.8%	11.0%	?	?	1.6%	1.7%	4.5%[57.5 µM]	0.6%	i	0.0%	?
COC(=O)c1sc(N2C(=O)c3oc4ccccc4c(=O)c3C2c2cccs2)nc1C (stereo unspecified)	-3.8%	4.7%	?	i	-4.8%	1.5%	0.1%	-0.2%	i	-3.2%	1.68e-08M*
O=C(NCC1CCCO1)c1csc2c1CCCC2 (stereo unspecified)	-1.9%	-1.1%	i	i	1.9%	15.9%	-1.8%	1.9%	i	0.0%	i

Some of the compounds tested (hit frequency here may not be typical).
